MgcRacGAP inhibition – MgcRacGAP GTPase-activating activity inhibitors, confirmation, biochemical, ADP Hunter fluorescence | 0.6% of 340,000 active | MgcRacGAP-stimulated Rac1 GTP hydrolysis, ADP Hunter fluorescence; higher % means a stronger effect; GST-tagged Rac1 F28L mutant substrate | one-dose inhibition, % at 30 µM; IC50 in µM for titrated hits;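 active = first-screen hits whose inhibition reached a set limit at any dose in the follow-up dose series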;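 also: fluorescence reports GDP produced by GAP-driven GTP hydrolysis; strong numbers were not always called active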
SV40 large T antigen – SV40 large T antigen inhibitors, biochemical (AID 1903); SV40 large T antigen ATPase/helicase inhibition assay; higher % means a stronger effect; inhibition, % at 20 µM, or IC50 in µM where a hit was titrated; 0.39% of 310,000 active; in the data active = a potency from the dose series; also: strong numbers were not always called active
RSV CPE inhibition – RSV antiviral activity via CPE protection, HEp-2 cells, primary 10 µM value included (AID 2391); CPE inhibition, % at 10 µM; hits with a dose series show IC50 in µM; 0.13% of 310,000 active; HEp-2 cells, RSV-induced CPE inhibition; higher % means a stronger effect; in the data active = a potency from the dose series; also: strong numbers were not always called active
Salmonella PhoP GFP – PhoP-dependent GFP reporter repression – Salmonella Typhimurium, primary screen (AID 1863). S. Typhimurium PhoP-regulated promoter GFP reporter, 4 h; higher % means a stronger effect. inhibition, % at 50 µM, or IC50 in µM where a hit was titrated. 0.16% of 300,000 active;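 active = inhibition over 29.93%, a cutoff 3 SD above the screen mean, later confirmed by dose response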;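 also: 0% = low Mg2+ inducing control and 100% = high Mg2+ repressing control; strong numbers were not always called active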
Dengue-2 NS5 capping – flavivirus cap methylation enzyme inhibition – biochemical, confirmation dose response, primary screen (AID 588689) | Dengue-2 NS5 methyltransferase capping enzyme assay, biochemical; higher % means a stronger effect | inhibition, % at 25 µM; hits with a dose series show IC50 in µM | 0.3% of 340,000 active; in the data active = a potency from the dose series
HIV fusion peptide – inhibitors of HIV fusion peptide binding, primary screen, biochemical, uHTS, fluorescence dequenching (AID 1986); cell-free peptide binding, fluorescence dequenching, 30 min; higher % means a stronger effect; inhibition, % at 20 µM, or IC50 in µM where a hit was titrated; 0.3% of 290,000 active; in the data active = inhibition mostly above about 52%, no sharp cut-off; inactive = mostly below about 76%; also: some results filed as inactive read as strong as hits
GPR35 antagonists – GPR35 antagonists blocking zaprinast-driven arrestin recruitment, primary screen, imaging, U2OS, beta-arrestin-GFP, zaprinast agonist (AID 2058). U2OS GPR35 beta-arrestin-GFP translocation imaging, zaprinast antagonism; higher % means a stronger effect. inhibition, % at 10 µM; hits with a dose series show IC50 in µM. 0.052% of 290,000 active;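 active = inhibition of at least 50% with at least 30 cells and total cytoplasm GFP at most 10,000,000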
UTI89 phage lysis – inhibition of K1F phage lysis, E. coli UTI89, bacterial capsule biogenesis inhibitors, alamar blue (AID 488966); one-dose inhibition, % at 100 µM; IC50 in µM for titrated hits; E. coli UTI89 K1F phage lysis, alamar blue, 2 h; higher % means a stronger effect; 0.02% of 340,000 active;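 active = phage lysis inhibition, versus mean bacterial control, above a set limit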;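 also: capsule biogenesis inhibitors block K1F phage lysis so surviving cells raise fluorescence; higher fluorescence means more inhibition of phage lysis; actives were called in the ten point dose series up to 300 µM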
GPR55 antagonists – inhibition of LPI-stimulated GPR55 beta-arrestin translocation – imaging, U2OS, beta-arrestin-GFP, LPI agonist, primary screen (AID 2013). U2OS GPR55 beta-arrestin-GFP translocation imaging, LPI antagonism; higher % means a stronger effect. inhibition, % at 10 µM, or IC50 in µM where a hit was titrated. 0.13% of 290,000 active;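 active = spots per cell inhibited over 60%, with over 100 cells counted and total cytoplasm intensity under 500,000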;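 also: U2OS cells stably carrying GPR55 and arrestin-GFP stimulated by 5 µM LPI near EC80; imaged beta-arrestin-GFP aggregate spots per cell after agonist stimulation; plate controls were LPI-stimulated DMSO wells for no effect and DMSO wells without LPI for full effect; some results filed as inactive read as strong as hits; confirmed hits need IC50 under 10 µM and bright autofluorescent wells are also inconclusive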
Dengue-2 NS5 capping pilot replicate – recorded beside Dengue-2 NS5 capping, whose call it bears; inhibition, %; measured here: pilot screen replicate inhibition
An asterisk follows results filed as active; x = not tested or not shown; [ ] = dose if it differs, or a comment. Compounds as they come; overall some 1.5% were active at least once.

SMILES	MgcRacGAP inhibition	SV40 large T antigen	RSV CPE inhibition	Salmonella PhoP GFP	Dengue-2 NS5 capping	HIV fusion peptide	GPR35 antagonists	UTI89 phage lysis	GPR55 antagonists	others
CN(CCc1ccccn1)C(=O)c1cccnc1Oc1ccc(Cl)cc1	5%	2%	-0.5%	-11%	7%	1.0%	-6%	-1.6%	-5%
Cc1ccc(-n2c(O)c(C=NC3CCS(=O)(=O)C3)c3ccccc3c2=O)cc1 (configuration not stated)	3%	-2%	-0.4%	-4%	-5%	-0.2%	-15%	-0.3%	22%
COc1ccccc1NS(=O)(=O)c1ccc(O)c(C(=O)OCC(=O)N2c3ccccc3CC2C)c1 (configuration not stated)	5%	8%	1.1%	-1%	6%	1.9%	-12%	0.7%[50 µM]	3%
O=C1c2ccccc2C(=O)N1CCc1nc(-c2ccc(Cl)cc2)no1	4%	7%	4.3%	-2%	-4%	0.1%	2%	0.6%	18%	Dengue-2 NS5 capping pilot replicate=-1.5
Cc1n[nH]c(C)c1Sc1ccccc1N	9%	11%	0.9%	-7%	-7%	0.9%	-5%	0.1%	-14%
O=C(c1cc(-c2cccnc2)nc2ccccc12)N1CCN(S(=O)(=O)c2cccs2)CC1	1%	x	0.0%	x	-4%	x	x	0.0%[50 µM]	x
O=C(OCc1ccc(Cl)cc1Cl)c1cccnc1Cl	5%	1%	1.1%	-1%	-7%	-0.1%	4%	1.7%	-21%
CCC1CCCCN1CCCn1c(=S)[nH]c2ccccc2c1=O (configuration not stated)	15%	-2%	0.6%	5%	4%	4.3%	-4%	0.0%	8%
Cc1cc(=O)oc2cc(OCC(=O)OCC(=O)Nc3ccccc3F)ccc12	3%	9%	-0.7%	-6%	-4%	-0.9%	-8%	0.4%	19%
C=CCOc1c(CNn2cn[nH]c2=S)cccc1OC	-3%	2%	3.5%	-3%	1%	-0.1%	18%	0.1%	5%
COCCNC(=O)C1CCCN(c2ncccn2)C1 (configuration not stated)	5%	-1%	-0.2%	2%	-4%	-0.4%	18%	5.6%	12%
CC(Oc1ccc(F)cc1)C(=O)Nc1ccccc1C(=O)N1CCCCC1 (configuration not stated)	4%	x	1.3%	x	-8%	x	x	0.9%[50 µM]	x
Cc1ccc(S(=O)(=O)NCCc2ccc(S(N)(=O)=O)cc2)cc1	4%	3%	2.5%	-3%	2%	-1.0%	-14%	0.0%	10%
O=C(CCCC(=O)N(CC(=O)NC1CCCCC1)c1ccccc1F)Nc1ccccn1	5%	10%	1.2%	0%	-2%	-0.6%	12%	-0.1%	8%
CC(=O)/C(N=Nc1ccc(SC(F)F)cc1)=C(\C)O	-13%	14%	-1.4%	-2%	0%	-0.9%	5%	-0.1%	7%
Cn1c(N)c(S(=O)(=O)N2CCN(c3ccccc3F)CC2)c(=O)n(C)c1=O	1%	11%	0.9%	-6%	-7%	0.3%	-1%	-0.9%[50 µM]	-1%
O=C(CSc1nnc(Nc2ccccc2)s1)NCc1cccs1	7%	12%	1.0%	4%	-1%	2.2%	10%	1.4%	7%
COc1ccc(C(=O)C(Sc2nnc(C)c(=O)[nH]2)c2ccc(OC)cc2)cc1 (configuration not stated)	10%	26%	0.6%	-5%	-6%	2.3%	-4%	0.2%	-3%
Cc1ccccc1Nc1sc(C(=O)Nc2cccc(Cl)c2)c(N)c1C(N)=O	6%	7%	x	8%	1%	8.5%	-13%	0.2%	3%
Cc1ccc(S(=O)(=O)N2CCC(Oc3ccc(-n4cnnn4)cc3)CC2)cc1	8%	5%	0.9%	-5%	-7%	-2.7%	3%	0.6%	4%
CC(=O)Nc1c(C(=O)c2ccc(F)cc2)oc2ccccc12	7%	7%	-0.7%	0%	-6%	0.0%	3%	0.3%	9%
CCOc1ccc(N(CC(=O)NC2CCCCC2)S(=O)(=O)c2ccc(C)cc2)cc1	7%	5%	0.8%	4%	-6%	4.3%	7%	0.0%	3%
Cc1c(C(=O)Nc2ccc(S(=O)(=O)Nc3ncccn3)cc2)oc2ccccc12	2%	x	2.1%	x	6%	x	x	-0.1%[50 µM]	x
CC/C(C)=N/NC(=O)c1[nH]c2ccc(C)cc2c1-c1ccccc1	9%	3%	0.5%	0%	-4%	-1.8%	-8%	-0.2%	-2%
C/C(=N/Nc1ccc(C)cc1)C1(C)N(O)C(C)(C)C(c2ccco2)=[N+]1[O-] (configuration not stated)	-4%	-2%	2.8%	-11%	-2%	0.9%	5%	0.4%	12%
COc1ccccc1C(=O)N/C(=C\c1ccc(Br)cc1)C(=O)NCCC(=O)O	6%	29%	0.4%	-7%	x	-1.2%	8%	0.5%	10%
CC(C)(C)c1ccc(C(=O)Nn2cnnc2)cc1	14%	6%	0.5%	4%	-4%	-1.4%	-5%	0.1%	-2%
Cc1cccc(OCCCCCN2CCOCC2)c1C	5%	15%	-0.5%	-5%	0%	-0.6%	-7%	0.0%	14%	Dengue-2 NS5 capping pilot replicate=2.1
CCNc1ccc(C(=O)OCC(=O)N(Cc2ccccc2)C(C)(C)C)cc1[N+](=O)[O-]	5%	8%	2.5%	-1%	-2%	2.1%	-13%	0.0%	6%
CCc1sc(NC(=O)COC)nc1-c1ccccc1	2%	-3%	-0.5%	12%	-5%	1.4%	3%	0.9%	7%
CCOC(=O)C1CCN(C(=O)c2ccc(NC(=O)C3CCCO3)cc2)CC1 (configuration not stated)	1%	3%	1.3%	13%	1%	-1.1%	3%	0.5%	0%
Cc1cc(OCCN2CCOCC2)ccc1Cl	21%	8%	1.4%	5%	0%	0.8%	-9%	0.0%	-1%	Dengue-2 NS5 capping pilot replicate=0.9
Cc1[nH]n(-c2ccccc2)c(=O)c1C=Nc1ccc(S(N)(=O)=O)cc1	12%	16%	0.0%	-12%	-1%	-2.4%	-16%	0.3%[50 µM]	0%
CC(=O)Nc1ccc(NC(=O)COc2cccc3c2OC(C)(C)C3)cc1	5%	0%	0.0%	3%	5%	-1.3%	4%	0.1%	6%
Cc1ccccc1NC(=S)N(CCN1CCOCC1)Cc1ccccc1F	-1%	4%	5.6%	-7%	-2%	-1.5%	18%	0.3%	16%
O=C1c2ccccc2C(=O)c2cc(S(=O)(=O)Nc3ccccc3)ccc21	-4%	3%	7.7%	10%	-1%	1.3%	-9%	1.9%	15%
CSc1ccc(C2c3[nH]c4ccccc4c3CCN2C(=O)c2cc(C)n(C)n2)cc1 (configuration not stated)	x	2%	9.7%	9%	x	1.4%	11%	x	25%
Cc1[nH]c(=O)nc2c1CCC2	-4%	16%	1.6%	-4%	-11%	3.3%	-9%	0.2%	4%
COc1ccc2cc(C#N)c(Cl)nc2c1	x	6%	-0.7%	-1%	x	1.2%	11%	x	4%
COc1ccc(CN(CC(=O)NC(C)C)C(=O)CCC(=O)Nc2nccs2)cc1	-2%	2%	1.0%	-1%	-7%	-0.8%	-2%	-0.2%	-5%
c1ccc(-n2nnc3c(N4CCOCC4)ncnc32)cc1	7%	7%	43%	-4%	-3%	3.7%	14%	1.2%	7%
Cc1ccc(NC(=O)CSc2n[nH]c(-c3ccco3)n2)c(C)c1	9%	23%	4.0%	-2%	-6%	1.3%	-13%	0.3%	-4%
O=C(O)Cc1ccc(C(=O)c2ccc(F)cc2)s1	11%	3%	-0.3%	5%	-8%	1.9%	12%	3.6%	12%
CC(NC(=O)/C=C/c1ccco1)c1nc2ccccc2n1Cc1cccc(Cl)c1 (configuration not stated)	2%	11%	1.1%	5%	-10%	10%	-6%	-2.5%	52%
Cc1cccc(NC(=O)CCN2C(=O)C3C4C=CC(C4)C3C2=O)c1 (configuration not stated)	2%	1%	1.2%	-12%	-5%	0.4%	0%	0.7%	-3%
CN(C(=O)c1coc(=O)c2ccccc12)c1ccccc1Cl	8%	12%	-0.4%	3%	-7%	-2.7%	-5%	-1.1%	-8%

14 entries out of the list, arranged by molar mass, highest first:
SMILES	MgcRacGAP inhibition	SV40 large T antigen	RSV CPE inhibition	Salmonella PhoP GFP	Dengue-2 NS5 capping	HIV fusion peptide	GPR35 antagonists	UTI89 phage lysis	GPR55 antagonists	others
COc1ccc(CN(CC(=O)NC(C)C)C(=O)CCC(=O)Nc2nccs2)cc1	-2%	2%	1.0%	-1%	-7%	-0.8%	-2%	-0.2%	-5%
CSc1ccc(C2c3[nH]c4ccccc4c3CCN2C(=O)c2cc(C)n(C)n2)cc1 (configuration not stated)	x	2%	9.7%	9%	x	1.4%	11%	x	25%
CC(NC(=O)/C=C/c1ccco1)c1nc2ccccc2n1Cc1cccc(Cl)c1 (configuration not stated)	2%	11%	1.1%	5%	-10%	10%	-6%	-2.5%	52%
Cc1ccccc1NC(=S)N(CCN1CCOCC1)Cc1ccccc1F	-1%	4%	5.6%	-7%	-2%	-1.5%	18%	0.3%	16%
CCOC(=O)C1CCN(C(=O)c2ccc(NC(=O)C3CCCO3)cc2)CC1 (configuration not stated)	1%	3%	1.3%	13%	1%	-1.1%	3%	0.5%	0%
O=C1c2ccccc2C(=O)c2cc(S(=O)(=O)Nc3ccccc3)ccc21	-4%	3%	7.7%	10%	-1%	1.3%	-9%	1.9%	15%
CC(=O)Nc1ccc(NC(=O)COc2cccc3c2OC(C)(C)C3)cc1	5%	0%	0.0%	3%	5%	-1.3%	4%	0.1%	6%
Cc1ccc(NC(=O)CSc2n[nH]c(-c3ccco3)n2)c(C)c1	9%	23%	4.0%	-2%	-6%	1.3%	-13%	0.3%	-4%
Cc1cccc(NC(=O)CCN2C(=O)C3C4C=CC(C4)C3C2=O)c1 (configuration not stated)	2%	1%	1.2%	-12%	-5%	0.4%	0%	0.7%	-3%
CN(C(=O)c1coc(=O)c2ccccc12)c1ccccc1Cl	8%	12%	-0.4%	3%	-7%	-2.7%	-5%	-1.1%	-8%
CCc1sc(NC(=O)COC)nc1-c1ccccc1	2%	-3%	-0.5%	12%	-5%	1.4%	3%	0.9%	7%
O=C(O)Cc1ccc(C(=O)c2ccc(F)cc2)s1	11%	3%	-0.3%	5%	-8%	1.9%	12%	3.6%	12%
COc1ccc2cc(C#N)c(Cl)nc2c1	x	6%	-0.7%	-1%	x	1.2%	11%	x	4%
Cc1[nH]c(=O)nc2c1CCC2	-4%	16%	1.6%	-4%	-11%	3.3%	-9%	0.2%	4%

Screening data deposited in PubChem by several laboratories.
